GLP1R cytotox: qHTS of GLP-1 Receptor Inverse Agonists: Cytotox Screen | HEK293 cAMP-luciferase reporter cells, luminescence, 24 h | 0.13% of 410,000 active | Potency, µM (top dose mostly 38.3 µM), for the others: at the highest dose activity change, negative = inhibition, usual class: inhibitors;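 note: loss of luciferase light is scored as toxicity; % is set by controls: 0 for no effect and ±100 for the full control effect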
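Cells in DMEM/10% Nu serum/1% pen-strep, 1536-well format. Pre-incubated 12 h, dosed with 23 nL compound, incubated a further 24 h. Luciferase detection, 12 min at room temp, luminescence.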
KB-V1 MDR tox: qHTS assay for MDR1-selective chemotherapeutics: Primary screen using the drug-selected MDR subline cells KB-V1. Potency, µM (highest dose often 46.1 µM), without a hit: at the top dose activity change, negative = cytotoxicity, usual class: cytotoxic. AID 1347076, 2019. 3.4% of 400,000 active. KB-V1 MDR cells viability, CellTiter-Glo, 72 h; note: % is set by controls: 0 for no effect and ±100 for the full control effect; nearly all actives have a fitted effect of over 60% in size
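Luminescent ATP read-out (CellTiter-Glo, 10 min) measures survival of drug-selected KB-V1 MDR cells after 72 h, 37 degrees C compound exposure. Medium: phenol-red-free DMEM, 10% FBS. Values from fitted concentration-response curves.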
GLP-1R agonist: qHTS of GLP-1 Receptor Agonists; Glucagon-like peptide 1 receptor (Homo sapiens), P43220; HEK293 GLP-1R CRE-luciferase, luminescence, 4-6 h; cells express a hypersensitive GLP-1R form; Potency, µM (top dose mostly 45.6 µM), for inactives: at the top dose activation, hits mostly activators; 0.007% of 380,000 active; note: % of control where 0% means no effect
Target sequence (P43220 whole entry, looked up): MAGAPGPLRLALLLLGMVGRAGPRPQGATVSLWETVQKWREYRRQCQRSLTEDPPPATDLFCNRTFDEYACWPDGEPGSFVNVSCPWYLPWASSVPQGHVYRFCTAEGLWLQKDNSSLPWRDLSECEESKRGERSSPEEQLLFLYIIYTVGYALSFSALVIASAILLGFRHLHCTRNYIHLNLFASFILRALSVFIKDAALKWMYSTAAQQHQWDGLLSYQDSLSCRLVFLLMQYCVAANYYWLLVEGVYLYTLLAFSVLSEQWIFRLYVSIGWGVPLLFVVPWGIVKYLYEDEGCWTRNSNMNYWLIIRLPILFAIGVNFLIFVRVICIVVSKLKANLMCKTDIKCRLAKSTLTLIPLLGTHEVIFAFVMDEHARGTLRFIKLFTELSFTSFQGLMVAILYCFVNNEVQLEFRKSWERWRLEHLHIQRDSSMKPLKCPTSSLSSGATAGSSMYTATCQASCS
KB-3-1 cytotox: qHTS assay for MDR1-selective chemotherapeutics: Primary screen using the parental adenocarcinoma cell KB-3-1. 1.4% of 400,000 active. Potency, µM (highest dose often 46.1 µM), for the others: top-dose activity change, negative = cytotoxic, actives largely listed as cytotoxic. KB-3-1 viability, CellTiter-Glo ATP luminescence, 72 h; note: % is set by controls: 0 for no effect and ±100 for the full control effect; nearly all actives have a fitted effect of over 60% in size
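Luminescent ATP read-out (CellTiter-Glo) measures survival of drug-naive KB-3-1 cells after 72 h compound exposure at 37 °C. Titration series was screened from lowest to highest concentration, with DMSO vehicle plates as background controls.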
TDP-43 yeast inh: qHTS of TDP-43 Inhibitors | TDP-43 expressing yeast growth rescue, BacTiter-Glo, 24 h | Potency, µM (highest dose often 46.1 µM), inactives show at the top dose growth rescue (activation), hits mostly activators | 1.8% of 410,000 active; note: % of control where 0% means no effect; nearly all actives have a fitted effect of over 50% in size
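Yeast expressing TDP-43 (pregrown in raffinose, seeded at OD600=0.02 in galactose medium) exposed to compounds 24 hr at 30 deg C. Growth read by BacTiter-Glo luminescence; rescue of toxicity appears as increased signal.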
SW480 rereplic: A quantitative high throughput screen for small molecules that induce DNA re-replication in SW480 colon adenocarcinoma cells; SW480 DNA re-replication, Hoechst DNA content imaging, 48 h; Potency, µM (doses to about 46.1 µM), inactives show at the top dose re-replication activation, hits mostly activators; 1.8% of 340,000 active; AID 624297, 2012; note: % of control where 0% means no effect; nearly all actives have a fitted effect of over 55% in size
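SW480 cells exposed to compounds for 48 hr at 37 C, 5% CO2, then Hoechst-stained 40 min. Nuclear DNA content imaged by fluorescence scanning (405 nm excitation, 500-530 nm emission); re-replication scored as increased high-intensity nuclei.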
GLP1R inv ag: qHTS of GLP-1 Receptor Inverse Agonists (Inhibition Mode). Glucagon-like peptide 1 receptor (Homo sapiens), P43220. HEK293 GLP-1R CRE-luciferase, luminescence, 24 h; GLP-1R form is constitutively active. Potency, µM (doses to about 38.3 µM), without a hit: at the top dose activity change, negative = inhibition, actives largely listed as inhibitors. 1.6% of 410,000 active. AID 624417, 2012; note: % is set by controls: 0 for no effect and ±100 for the full control effect; nearly all actives have a fitted effect of over 55% in size
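qHTS in 1536-well format: reporter HEK293 cells expressing constitutive GLP-1R activity in DMEM + 10% Nu serum, 24 hr with compounds at 37 deg C, luminescence read after 12 min with detection reagent.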
HT1080NT lethal: qHTS for induction of synthetic lethality in tumor cells producing 2HG: qHTS for the HT-1080-NT fibrosarcoma cell line; HT-1080-NT fibrosarcoma viability, CellTiter-Glo ATP luminescence, 48 h; Potency, µM (titrated, usually from 46.1 µM), without a hit: at the top dose activity, negative = less viability, usual class: cytotoxic; 1.6% of 360,000 active; AID 686970, 2013;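 note: NT is the 2HG producing partner of a matched IDH1 knockdown line; 0% = DMSO-treated cells and -100% = media-only wells without cells; nearly all actives have a fitted effect of over 55% in size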
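Fibrosarcoma NT cells, 750 per well in 5% FBS RPMI, were exposed to compound for 48 hours. Viability: CellTiter-Glo luminescence.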
HT1080 IDH1KD tx: qHTS for induction of synthetic lethality in tumor cells producing 2HG: qHTS for the HT-1080-IDH1KD cell line. HT-1080 IDH1 knockdown viability, ATP luminescence, 48 h. AID 686971, 2013. 2% of 360,000 active. Potency, µM (series often up to 46.1 µM), without a hit: top-dose activity, negative = toxicity, hits mostly cytotoxic;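 note: 0% = DMSO wells and -100% = cell-free medium wells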
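Assay cells: HT-1080 with IDH1 knockdown, 750 per well, RPMI/5% FBS. Exposure: 48 h at 37 °C following 2 h pre-incubation. Read: CellTiter-Glo luminescence; fitted concentration-response, curve class assigned.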
The depositor's hits bear a star; ? = inconclusive; . = not tested or not shown; [ ] = another dose, or the depositor's remark. Calls come from the whole dose curve; as a rule, active = well fitted curve in the direction sought with a large enough effect; inconclusive = small, poorly fitted or top-dose-only effect, or another doubt; inactive = no such curve, though single readings can be large; an effect the other way counts as inactive or inconclusive. Potency is the fitted concentration of half-maximal effect.

item	SMILES	GLP1R cytotox	KB-V1 MDR tox	GLP-1R agonist	KB-3-1 cytotox	TDP-43 yeast inh
1	COC(=O)c1ccccc1NC(=O)CSc1n[nH]c(-c2ccncc2)n1	5%	.	1%	.	-13%
2	Cc1cccc(NC(=O)CCCN2C(=O)C3CC=CCC3C2=O)c1 (stereo not given)	0%	-5%	1%	?	9%
3	CCOC(=O)[C@H]1[C@H]2COc3ccc(C)cc3[C@@H]2N2C(=O)c3cc(C)ccc3NC(=O)[C@@]12C	6%	-13%	-5%	0%	2%
4	CC(C)(C)Cc1c(-c2ccco2)nc2ccc(Cl)cn12	-10%	23%	11%	0%	11µM*
5	COc1cccc(NC(=O)COc2nc3ccccc3nc2C)c1	-10%[1.53 µM]	?	11%	5%	-7%
6	CCOc1ncccc1C(=O)Nc1ccc(OC)c(S(=O)(=O)N2CCCCC2)c1	-1%	?	15%	0%	10%[9.22 µM]
7	CC1CCN(c2c(NCC3CCC(C(=O)NC4CCCCCC4)CC3)c(=O)c2=O)CC1 (stereo not given)	-2%	15%	-3%	-17%	-3%
8	CCOC(=O)N1CCC(N2C(=O)c3ccccc3C2Nc2cc(Cl)c(OC)cc2OC)CC1 (stereo not given)	-16%	0%	11%	1%	6%

item	SW480 rereplic	GLP1R inv ag	HT1080NT lethal	HT1080 IDH1KD tx
1	-5%	48%[activator]	0%	0%
2	-8%	?	-2%	0%
3	-8%	-15%	-15%	-3%
4	.	?	15%	7%
5	0%	5%	-3%	-9%
6	-3%	34%[activator]	10%	4%
7	-4%	12%	3%	9%
8	0%	-1%	4%	2%

Along the list, from the results shown.
GLP1R cytotox, entries 1 to 6: 5%, 0%, 6%, -10%, -10%[1.53 µM], -1%
HT1080NT lethal, entries 1 to 6: 0%, -2%, -15%, 15%, -3%, 10%

(further entries)
item	SMILES	GLP1R cytotox	KB-V1 MDR tox	GLP-1R agonist	KB-3-1 cytotox	TDP-43 yeast inh
9	COC(=O)Cn1c2nc3ccccc3nc2c2cccc(C)c21	20%	5%	5%	0%	-8%
10	CCC(=O)Nc1ccc(C(=O)COC(=O)c2nc3nccc(C)n3n2)cc1	2%	26%	-7%	10%	13%
11	COc1ccc2oc(C(=O)OCC(=O)N(Cc3ccccc3)C(C)C)c(C)c2c1	3%	-11%	15%	-1%	1%
12	CCCCc1nc(C(N)=O)c2[nH]c(=O)n(-c3ccc(OC)c(OC)c3)c2n1	-5%	0%	6%	2%	0%
13	COc1ccc(Cl)cc1Nc1nc(Cl)nc(NCCO)n1	1%	4%	16%	8%	11%
14	Cc1nnc2ccc(-c3ccc(NS(=O)(=O)c4ccc(F)cc4F)cc3)nn12	12%	-2%	5%	?	2%
15	O=S(=O)(CCc1nc2ccccc2[nH]1)c1ccc(Cl)cc1	2%	1%	6%	10%	-29%
16	CCOc1ccc(NC(=O)CN(C)C(=O)CC2CC3CCC2C3)cc1OCC (stereo not given)	-6%	?	-2%	-6%	20%

item	SW480 rereplic	GLP1R inv ag	HT1080NT lethal	HT1080 IDH1KD tx
9	5%	12%	18%	13%
10	14%	1%	6%	-1%
11	-10%	11µM*	2%	-2%
12	7%	124%[activator]	-2%	0%
13	.	31%[activator]	-1%	-1%
14	-16%	178%[activator]	1%	-2%
15	?	12%	-2%	-9%
16	?	-24%	9%	14%

Next section
item	SMILES	GLP1R cytotox	KB-V1 MDR tox	GLP-1R agonist	KB-3-1 cytotox	TDP-43 yeast inh
17	Cc1ccnc(NC(=O)Nc2cccc(F)c2)n1	-7%	4%	-3%	-7%	23%
18	CCOC(=O)C(NC(=O)c1cccnc1)(Nc1cccc(C)n1)C(F)(F)F (stereo not given)	-16%	15%	-17%	20%	25%
19	Cc1nc2ccccc2c(=O)n1NC(=O)Cc1ccc([N+](=O)[O-])cc1	13%[7.66 µM]	12%	1%	1%	-3%[9.22 µM]
20	CC(=O)NCCc1ccc(S(=O)(=O)Nc2ccc3c(c2)OCCO3)cc1	-15%	33%	11%	3%	-12%
21	Clc1cccc(N/N=C/c2ccncc2)c1	6%	?	10%	-11%	5%
22	CCn1nccc1C(=O)Nc1cccc(C)c1C	0%	-15%	13%	13%	-10%[1.82 µM]
23	COc1cc(NC(=O)c2cnn3c(C(F)F)cc(C4CC4)nc23)c(OC)cc1Cl	-8%	?	2%	4%	15%
24	Cc1ccc(C(=O)NCC(=O)OCc2c(F)cccc2Cl)cc1	6%	2%	7%	?	-8%

item	SW480 rereplic	GLP1R inv ag	HT1080NT lethal	HT1080 IDH1KD tx
17	8%	-5%	13%	8%
18	-4%	3%	6%	16%
19	-4%	10%[7.66 µM]	10%	11%
20	-1%	12%	9%	3%
21	3%	?	-4%	-6%
22	-5%	6%	0%	-10%
23	-6%	6%	1%	4%
24	2%	9%	-1%	18%

Next section
item	SMILES	GLP1R cytotox	KB-V1 MDR tox	GLP-1R agonist	KB-3-1 cytotox	TDP-43 yeast inh
25	Cc1nn(-c2ccccc2)c2c1C(c1ccc([N+](=O)[O-])cc1)C(C#N)=C(N)O2 (stereo not given)	-22%	6%	0%	-2%	19%
26	COc1cccc(C(=O)N2CCN(Cc3cn[nH]c3-c3ccc(F)cc3F)CC2)c1	-6%	-18%	1%	0%	17%
27	O=C(CSc1cccc2cccnc12)N/N=C/c1ccc(F)cc1	-18%	?	12%	2%	22%
28	COc1ccc(/C=C/C(=O)NC(=S)N2CCSCC2)cc1	?	9%	12%	-18%	-4%
29	Cc1ccc2nc(NCCNC(=O)c3ccccc3)c(C#N)cc2c1	203%[activator]	-7%	-2%	-7%	-2%
30	COc1ccc2c(c1)[nH]c1c(=O)n(Cc3ccncc3)cnc12	4%	-13%	-7%	-13%	-17%
31	COc1ccc(N2CC(O)(c3ccc(C)cc3)[N+]3=C2CCCC3)cc1 (stereo not given)	0%	7%	3%	-10%	4%
32	Cc1nc(SCC(=O)c2ccccc2)[nH]c(=O)c1Oc1ccc(Cl)cc1	-6%	3%	-1%	0%	-13%

item	SW480 rereplic	GLP1R inv ag	HT1080NT lethal	HT1080 IDH1KD tx
25	1%	-10%	-4%	0%
26	?	-27%	9%	2%
27	0%	?	-8%	-7%
28	8%	4%	23%	18%
29	?	8%	6%	8%
30	?	14%	1%	12%
31	-5%	9%	28%	29%
32	-2%	?	18%	18%

Next records follow.
item	SMILES	GLP1R cytotox	KB-V1 MDR tox	GLP-1R agonist	KB-3-1 cytotox	TDP-43 yeast inh
33	Cn1c(CCc2ccccc2)nnc1SCC(=O)N1CCOCC1	7%	-11%	-2%	11%	-1%
34	CCCCCOc1ccc(C(=O)CCC(=O)NNC(=O)c2ccncc2)cc1	-4%	7%	-1%	-4%	28%
35	CCOc1cc(/C=N/NC(=O)C(=O)NCCCOC(C)C)cc(Br)c1O	-21%	?	-14%	-2%	5%
36	CCOC(=O)c1c(C)oc2c1c(CN1CCN(C(=O)OCC)CC1)c(O)c1ccccc12	-23%	0%	0%	-23%	22%
37	COc1ccc(N2CC(O)(c3ccc(OC(F)F)cc3)[N+]3=C2CCCC3)cc1 (stereo not given)	7%[7.66 µM]	-2%	0%	-2%	2%
38	CCc1nn(CC(=O)NC(C)CCc2ccccc2)c(=O)c2cc3occc3n12 (stereo not given)	2%	-20%	-2%	-7%	26%
39	O=C(COc1ccc(S(=O)(=O)N2CCOCC2)cc1)N1CCN(c2ccccc2)CC1	12%	?	-7%	1%	11%
40	CCOCCCNC(=O)C(NC(=O)c1ccccn1)c1ccc(C)cc1 (stereo not given)	-13%	-6%	2%	8%	10%

item	SW480 rereplic	GLP1R inv ag	HT1080NT lethal	HT1080 IDH1KD tx
33	0%	7%	-1%	-3%
34	3%	-9%	5%	-5%
35	?	0%	1%	2%
36	-2%	?	-10%	?
37	-2%	-10%[7.66 µM]	-14%	-8%
38	-17%	3%	1%	1%
39	0%	1%	-2%	-1%
40	-1%	4%	6%	12%

Continued.
item	SMILES	GLP1R cytotox	KB-V1 MDR tox	GLP-1R agonist	KB-3-1 cytotox	TDP-43 yeast inh
41	O=C(C[C@@H]1C/C=C\CCC(=O)OC[C@@H]2CCCN2C1=O)NCCO	11%	12%	-5%	7%	7%
42	CN1C(=O)Nc2cccc3cccc1c23	39%[activator]	0.46µM*	23%	1µM*	?
43	CN(C)S(=O)(=O)c1ccc(C(=O)NCc2ccco2)cc1	-1%	?	6%	6%	-14%
44	CC(=O)c1c(N2CCN(c3ccc(F)cc3)CC2)nc(=S)n(-c2ccccc2)c1C	-17%	-5%	-3%	-3%	4%
45	COCCN1C(=O)c2ccc(C(=O)Nc3cccnc3)cc2C1=O	7%	?	-5%	19%	-2%

item	SW480 rereplic	GLP1R inv ag	HT1080NT lethal	HT1080 IDH1KD tx
41	-15%	11%	-2%	-1%
42	-10%	169%[activator]	-17%	-8%
43	-5%	19%	4%	-1%
44	1%	?	6%	0%
45	-3%	1%	2%	-3%

Reprinted: entries 40–42
item	SMILES	GLP1R cytotox	KB-V1 MDR tox	GLP-1R agonist	KB-3-1 cytotox	TDP-43 yeast inh
40	CCOCCCNC(=O)C(NC(=O)c1ccccn1)c1ccc(C)cc1 (stereo not given)	-13%	-6%	2%	8%	10%
41	O=C(C[C@@H]1C/C=C\CCC(=O)OC[C@@H]2CCCN2C1=O)NCCO	11%	12%	-5%	7%	7%
42	CN1C(=O)Nc2cccc3cccc1c23	39%[activator]	0.46µM*	23%	1µM*	?

item	SW480 rereplic	GLP1R inv ag	HT1080NT lethal	HT1080 IDH1KD tx
40	-1%	4%	6%	12%
41	-15%	11%	-2%	-1%
42	-10%	169%[activator]	-17%	-8%
